Screening data from PubChem BioAssay.
HKDC1 inh: HKDC1 hexokinase inhibitors, primary screen, biochemical, fluorescence, uHTS; Q2TB90; recombinant HKDC1, G6PDH/diaphorase resazurin coupled fluorescence; inhibition, % at 20 µM; 340,000 tested, 0.16% active; AID 493160, 2011;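 active = inhibition above about 35% when tested at 20 µM, limit read from the data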;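 also: plate controls were DMSO wells with enzyme for no effect and DMSO wells lacking enzyme for full effect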
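System: Recombinant HKDC1 hexokinase | Amount: HKDC1 at 5 µg/mL | Reagent: Glucose with 1 mM ATP | Doses: Single 20 µM dose | Incubation: Reaction time 90 min, room temperature, protected from light | Signal: Coupled resazurin fluorescence, excitation 525 nm, emission 613 nm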
UBC13 polyUb: UBC13 polyubiquitin chain formation inhibitors, primary screen, biochemical, TR-FRET, uHTS | Ubiquitin-conjugating enzyme E2 N (Homo sapiens), P61088 | inhibition, % at 20 µM | 330,000 tested, 0.47% active; in the data active = inhibition above about 45%, passing the limit was not always enough
Target sequence (P61088 whole entry, looked up): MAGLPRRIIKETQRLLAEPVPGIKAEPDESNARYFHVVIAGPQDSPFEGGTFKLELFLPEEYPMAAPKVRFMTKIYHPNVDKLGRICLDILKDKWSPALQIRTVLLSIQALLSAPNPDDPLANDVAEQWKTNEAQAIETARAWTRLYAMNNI
Gli-Sufu antag: Gli-Sufu pathway antagonists, primary screen, luciferase luminescence, Sufu-KO-LIGHT cells, uHTS; Sufu-KO-LIGHT fibroblasts, Gli luciferase reporter luminescence; inhibition, % at 5 µM; 340,000 tested, 0.74% active;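 active = inhibition above about 55%, limit read from the data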;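 also: 0% = DMSO-treated cells and 100% = wells with medium but no cells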
Apaf-1 inh: inhibitors of human Apaf-1 apoptosome, primary screen, biochemical, DEVD-Rh110 fluorescence, uHTS; Apoptotic protease-activating factor 1 (Homo sapiens), O14727; reconstituted apoptosome caspase-3 activity; inhibition, % at 20 µM; 330,000 tested, 0.71% active; AID 489030, 2010; active = inhibition of at least 40% at 20 µM;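 also: plate controls were DMSO wells for no effect and DEVD-CHO caspase inhibitor wells for full effect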
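Medium: Hepes buffer, pH 7.5 / System: biochemical Apaf-1 apoptosome reconstitution / Measured by: Rh110 fluorescence, excitation 480 nm, emission 540 nm / Times: compound with Apaf-1, dATP, procaspase-3 30 min, then 50 min reaction, room temperature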
Jurkat NFkB inh: inhibitors of induced NF-kB luciferase reporter, primary screen, TCR NF-kB activation inhibitor project, cell-based, luminescence, uHTS; 330,000 tested, 0.53% active; inhibition, % at 4 µM; Jurkat, PMA/ionomycin-induced NF-kB luciferase reporter; AID 435003, 2010
697 NFkB inh: inhibitors of PMA/ionomycin-induced NF-kB reporter, 697 cells, primary screen, B-cell NF-kB inhibitor project, cell-based, luminescence, uHTS; inhibition, % at 4 µM; 697 B-cell NF-kB luciferase reporter, 16 h; AID 435022, 2010; 330,000 tested, 0.33% active; in the data active = inhibition above about 35%
SENP7 block: SENP7 protease inhibitors, primary screen, biochemical, luminescence, uHTS | inhibition, % at 5 µM | Sentrin-specific protease 7 (Homo sapiens), Q9BQF6 | recombinant SENP7, Z-RLRGG-aminoluciferin luminescence, 40 min | AID 434973, 2010 | 330,000 tested, 1.5% active;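 active = inhibition above about 50% at the single test dose, limit read from the data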;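 also: plate controls were DMSO with enzyme for no effect and no enzyme buffer wells for full effect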
Target sequence (Q9BQF6 706-1050 limits assumed): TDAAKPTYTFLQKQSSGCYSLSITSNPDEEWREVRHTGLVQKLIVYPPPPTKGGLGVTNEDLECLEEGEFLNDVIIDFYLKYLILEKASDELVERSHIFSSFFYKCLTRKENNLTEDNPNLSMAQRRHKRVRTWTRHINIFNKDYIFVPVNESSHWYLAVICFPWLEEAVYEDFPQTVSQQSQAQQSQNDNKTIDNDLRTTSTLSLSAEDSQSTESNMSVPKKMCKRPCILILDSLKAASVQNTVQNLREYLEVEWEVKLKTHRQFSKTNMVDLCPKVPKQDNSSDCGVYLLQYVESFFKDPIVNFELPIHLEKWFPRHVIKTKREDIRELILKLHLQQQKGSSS
SENP8 block: SENP8 protease inhibitors, primary screen, biochemical, luminescence; purified SENP8, Z-RLRGG-aminoluciferin cleavage; inhibition, % at 10 µM; Sentrin-specific protease 8 (Homo sapiens), Q96LD8; 330,000 tested, 1.2% active; AID 2540, 2010
Target sequence (Q96LD8 whole entry, looked up): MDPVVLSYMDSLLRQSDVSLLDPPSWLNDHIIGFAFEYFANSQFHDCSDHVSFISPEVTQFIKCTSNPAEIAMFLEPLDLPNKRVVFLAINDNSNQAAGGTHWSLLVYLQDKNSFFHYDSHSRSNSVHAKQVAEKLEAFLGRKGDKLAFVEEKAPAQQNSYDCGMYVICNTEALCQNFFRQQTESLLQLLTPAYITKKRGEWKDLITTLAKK
Starred values were filed as active, the others as inactive; / = no result given. Rule as the data show it, unless noted: active = inhibition above about 50%; inactive = the rest.

SMILES	HKDC1 inh	UBC13 polyUb	Gli-Sufu antag	Apaf-1 inh	Jurkat NFkB inh	697 NFkB inh	SENP7 block	SENP8 block
Cc1nc2c3ccccc3nc(NNC(=O)CCC(=O)NCCN3CCN(c4ccccc4)CC3)n2n1	-5	0	2	0	17	23	-8	11
O=C(C(=O)N1CCN(c2ccccc2Cl)CC1)c1c[nH]c2ccccc12	2	1	11	6	-7	-8	0	-3
CC(=O)c1c(COC(=O)c2ccncc2)nc2ccccc2[n+]1[O-]	3	-21	4	-2	1	1	11	-9
Cc1cc(C)n(C(=O)CNC(=O)COc2ccccc2)n1	-4	-12	1	0	9	-7	-1	7
Cc1cccc(-n2ccnc2CN2CCN(C3CCCC3)C(CCO)C2)c1 (centres undefined)	-6	-10	-1	-10	-5	2	4	-2
COc1cc(C(=O)NCCCC2CCCC2)ccc1OC1CCN(C(C)=O)CC1	-6	5	-2	-3	-12	-59	-15	-2
CCOC(=O)C1=C(C)N(c2ccc(C)c(C)c2)C(=O)/C1=C\c1ccco1	0	-26	0	9	-16	5	-12	-4
COc1ccc(OCC(=O)N/N=C2/C=C(C)CC2)cc1	-10	-8	-6	0	7	10	-16	-8
Cc1ccc2nc(NC(=S)NC(=O)c3ccc(OC(C)C)cc3)sc2c1	-7	-4	-23	5	-26	-63	-9	1
Fc1cccc(F)c1/C=N/Nc1ccccn1	-2	-4	-16	5	-49	-48	26	23
O=C(NNC(=O)C1CCN(S(=O)(=O)c2c(Cl)cccc2Cl)CC1)c1ccccc1O	1	15	5	4	9	-2	1	5
O=C(COc1ccccc1)NCCSCc1ccc(Cl)cc1	-2	6	-3	6	5	-7	9	3
O=C(COC(=O)/C=C/c1ccccc1Cl)NC1CCCCCC1	17	-7	0	6	-17	-6	-6	-9
c1ccc(COc2ccc(OCCN3CCCC3)cc2)cc1	-11	-2	-8	-2	-56	-51	-5	-4
CCOc1ncccc1C(=O)Nc1cccc(Cl)c1Cl	-9	3	-3	10	-1	-10	-12	-18
COc1ccnc(Oc2ccc(F)cc2)c1C(=O)N/C=N/OCc1ccc(F)cc1Cl	14	16	6	-8	-5	-14	3	-2
Cc1ccc(NC(=O)c2ccc(COc3ccccc3[N+](=O)[O-])o2)nc1	-6	7	6	5	-12	19	-5	1
COCCNC(=O)C1Nc2ccc(OC(F)(F)F)cc2C2C=CCC12 (centres undefined)	-2	-14	25	7	-1	-1	11	-17
Cc1ccc(Cl)c(Cn2cnc3c(cnn3C(C)(C)C)c2=O)c1F	-5	17	18	18	-3	-8	-1	-3
CN1CCN(CCOCCOc2ccc(Br)cc2Cl)CC1	1	-7	20	-1	-14	-24	-1	4
COc1cc(C2N(c3ccc(Cl)c(Cl)c3)C(=O)C3CCCN32)cc(OC)c1OC (centres undefined)	-2	5	2	11	-1	5	4	-2
COc1ccc2c(c1O)C(=O)c1ccccc1C2=O	/	-56	/	-6	-10	-7	10	5
Cn1cnnc1SCC(=O)Nc1ccc(N2CCOCC2)cc1	-4	-4	-3	-4	6	4	-5	-3
CCOC(=O)c1c(/N=C/C2C(=O)CCCC2=O)sc(C)c1C	1	0	0	-7	-1	20	0	0
O=C(CCc1nc2ccccc2c(=O)[nH]1)NNC(=O)c1ccc(F)cc1	-3	6	4	-11	-5	11	2	7

Reprinted at random: 7 records from the list, in no set order.
SMILES	HKDC1 inh	UBC13 polyUb	Gli-Sufu antag	Apaf-1 inh	Jurkat NFkB inh	697 NFkB inh	SENP7 block	SENP8 block
COc1ccnc(Oc2ccc(F)cc2)c1C(=O)N/C=N/OCc1ccc(F)cc1Cl	14	16	6	-8	-5	-14	3	-2
COc1cc(C2N(c3ccc(Cl)c(Cl)c3)C(=O)C3CCCN32)cc(OC)c1OC (centres undefined)	-2	5	2	11	-1	5	4	-2
CC(=O)c1c(COC(=O)c2ccncc2)nc2ccccc2[n+]1[O-]	3	-21	4	-2	1	1	11	-9
Cc1cc(C)n(C(=O)CNC(=O)COc2ccccc2)n1	-4	-12	1	0	9	-7	-1	7
CN1CCN(CCOCCOc2ccc(Br)cc2Cl)CC1	1	-7	20	-1	-14	-24	-1	4
COCCNC(=O)C1Nc2ccc(OC(F)(F)F)cc2C2C=CCC12 (centres undefined)	-2	-14	25	7	-1	-1	11	-17
COc1ccc2c(c1O)C(=O)c1ccccc1C2=O	/	-56	/	-6	-10	-7	10	5

Remaining list, next part
SMILES	HKDC1 inh	UBC13 polyUb	Gli-Sufu antag	Apaf-1 inh	Jurkat NFkB inh	697 NFkB inh	SENP7 block	SENP8 block
Cc1ccc(NCC(=O)N/N=C\C(Br)=C\c2ccccc2)cc1	11	-8	-2	9	-1	-6	-10	-7
CCOn1c(SCC)nc2ccccc2c1=O	6	6	-2	-15	1	13	1	-5
CCC(C)NC(=O)CSC1=Nc2ccccc2C2=NC(CC(=O)NCc3ccccc3)C(=O)N12 (centres undefined)	2	11	3	5	-3	13	-1	4
Cc1ccccc1OCC(=O)NCC1CCCO1 (centres undefined)	1	-8	0	10	-2	-18	-6	-13
Cc1ccn2c(NC(C)(C)C)c(-c3cccs3)nc2c1	10	8	3	10	-17	-21	-2	0
COc1ccc(S(=O)(=O)Nc2nc3ccccc3nc2Nc2ccc3c(c2)OCO3)cc1	/	-8	/	-8	3	-12	2	0
COc1ccc(-c2nc(C)sc2C)cc1	4	7	-1	-1	-14	-8	6	-9
O=C(NCc1cccs1)C1CCCCC1	-2	2	2	-13	13	17	5	-3
COc1ccc(C(C2C(=O)CC(C)(C)CC2=O)C2C(=O)CC(C)(C)CC2=O)cc1COCC(F)(F)F	-2	-8	7	0	11	-7	-3	2
Cc1cccc(C(=O)N(Cc2nc3ccccc3c(=O)[nH]2)C2CCCCC2)c1	12	2	8	13	3	0	4	1
O=C(Nc1cccc(Br)c1)c1ccc2c(c1)SC1=NS(=O)(=O)CCN12	-4	11	29	2	-1	46*	7	-3
C=CCOC(=O)C1=C[C@@H](c2ccccc2)[C@H](CCCO)[C@@H](OCC)O1	-6	9	26	8	22	8	0	5
CC1(C)Cc2c(c(N3CCOCC3)nc3sc4c(NCCN5CCOCC5)nnnc4c23)CS1	20	6	8	-1	11	-6	-1	10
CCOC(=O)[C@@H]1[C@H]2COc3ccc(Br)cc3[C@H]2N2C(=O)N(c3ccc(Cl)cc3)C(=O)[C@@]12C	2	-22	0	10	15	-11	-12	-8
CC12CCC(=O)N1C(C(=O)Nc1cccc3ccccc13)CS2 (centres undefined)	-4	-18	-11	1	-3	-10	-11	-3
Cc1ccsc1C(=O)OCC(=O)Nc1ccc(Cl)cc1C(F)(F)F	8	0	2	4	1	-11	3	-3
COc1ccc(CCNC(=O)Cc2cccs2)cc1OC	-10	1	3	11	-12	-3	-10	-12
Cc1cc(C)cc(N(CC(=O)NCc2ccco2)C(=O)CCC(=O)Nc2nccs2)c1	-10	0	12	0	8	-5	7	3
Cc1ccc(/C=C/C2=NN(Cc3ccccc3Cl)C(=O)CC2)cc1	0	6	-2	29	11	5	-8	-7
O=C(CCN1CCN(C(=O)c2ccccc2)CC1)c1ccc(Br)cc1	2	4	-10	10	-4	4	3	-3
O=C(C1CC1)N(Cc1ccco1)c1nc(-c2ccccc2)cs1	2	-6	-15	11	-21	-18	2	-15
COc1ccccc1N1CCN(c2ccc([N+](=O)[O-])cn2)CC1	-2	-11	3	-8	4	-15	0	3
Cc1ccsc1C(=O)OCC(=O)Nc1c(Cl)cccc1C(F)(F)F	-4	4	6	0	4	9	9	-2
O=C(Cn1nnc(-c2cccs2)n1)NCCc1ccccc1	-1	-1	-5	3	-17	-18	-12	-5
COCCN1CCN(C(=O)c2cc(COc3ccc(F)cc3Cl)on2)CC1	-5	5	0	-6	-2	-1	-6	4

Further structures.
SMILES	HKDC1 inh	UBC13 polyUb	Gli-Sufu antag	Apaf-1 inh	Jurkat NFkB inh	697 NFkB inh	SENP7 block	SENP8 block
CCc1c(SCCC(=O)O)nc2ccccc2c1C	-6	40	5	-8	4	4	6	3
CN(c1ccccc1)S(=O)(=O)c1cccc(NC(=O)c2ccc(Cl)c([N+](=O)[O-])c2)c1	-1	-14	6	13	63*	-5	-4	-14
CC(C)(C)n1ncc2c(=O)n(CC(=O)c3ccc(Cl)cc3)cnc21	-5	8	-43	7	-118	-134	-3	0
CCOC(=O)C(NC(C)=O)(Nc1ccc(S(=O)(=O)Nc2onc(C)c2C)cc1)C(F)(F)F (centres undefined)	3	0	0	-3	17	6	2	1
CCC1CCC2(CC1)NC(=O)N(CC(=O)Nc1ccc(OC)c(Cl)c1)C2=O (centres undefined)	-7	0	-5	11	3	-6	1	-10
COC(CNC(=O)c1ccc2c(c1)nc(C)n2-c1cc(C)cc(C)c1)OC	-2	1	11	5	-23	-7	3	-7
O=c1cc(O)c2sc(Nc3ccc(F)cc3)nc2[nH]1	21	-33	-3	24	5	-20	1	3
O=C(N/N=C/c1ccc(O)c(O)c1)c1cccc(S(=O)(=O)N2CCCC2)c1	7	-7	0	5	4	-9	4	-9
O=C(O)C1CCN(S(=O)(=O)/C=C/c2ccccc2)CC1	-6	-6	1	-4	9	-22	-3	-8
CCCC(=O)Nc1ccc(NC(=O)c2ccccc2OC)cn1	-7	3	-10	-7	6	11	-2	1
COc1ccc(C)cc1NC(=O)Cn1cnnn1	-11	11	0	-4	19	17	3	-4
CC(C)N1C(=O)C(=O)N(CC(=O)N(C)c2ccccc2)C1=O	0	4	-3	-9	-12	10	4	-1
COC(=O)C1=C(C)NC(c2c(O)ccc3ccccc23)C(C(=O)OC)=C1C (centres undefined)	-5	-12	7	5	-5	-5	-2	-10
COc1ccc(NC(=O)COC(=O)CCC2CCCC2)c(OC)c1	-2	11	-2	6	4	16	0	8
CC1C(=O)C(C)C(c2ccc(Br)cc2)NC1c1ccc(Br)cc1 (centres undefined)	4	-14	-16	21	13	-8	-11	-4
COC(=O)c1ccccc1NC(=O)Cn1nnc(-c2ccc3c(c2)OCO3)n1	1	-3	-3	11	-5	0	-9	-17
O=C(O)c1cc(-c2ccc3c(c2)OCO3)nc2ccc(Cl)cc12	-2	0	-11	9	-23	2	-3	0
CCCn1c(N)c(Sc2ccccc2)c(=O)n(CCC)c1=O	-14	12	-3	-16	13	2	-7	-4
CCOC(=O)N1CCN(C(=O)CS(=O)(=O)Cc2nc(-c3cccc(OC)c3)oc2C)CC1	-5	-6	21	2	-16	-47	0	3
O=C(Nc1cc(S(=O)(=O)Nc2ccc(Cl)cc2)ccc1N1CCCCC1)c1ccc(F)cc1	-6	-9	29	11	7	12	0	-2
O=C(Nc1ccc(C(=O)N2CCCC2)cc1)c1ccc2c(c1)OCO2	4	1	-42	0	-9	0	91*	80*
CC1=C(C(=O)Nc2cccnc2)C(c2ccc3c(c2)OCO3)C2=C(CCCC2=O)N1 (centres undefined)	3	0	-9	5	3	2	-2	-14
CC(=O)c1cccc(NC(=O)COC(=O)CCC(=O)c2cccs2)c1	-3	2	-4	-5	-3	-7	0	6
COc1cc(C(=O)OCCNC(=O)c2cccnc2)cc(OC)c1OC	-4	-1	7	-3	1	0	6	-7
CN1C(=O)CC(N2CCN(c3ccccn3)CC2)C1=O (centres undefined)	-3	5	1	-7	13	1	-5	0
Cc1nn(-c2ccccc2)c(C)c1NC(=O)c1ccc(S(=O)(=O)N2CCCC2)cc1	-5	1	8	-20	-11	-6	-2	-6
CC(CCc1ccccc1)NC(=O)COC(=O)c1ccc(NC(=O)CC#N)cc1 (centres undefined)	0	-2	-14	18	-1	7	1	7
c1ccc2c(c1)C(=Nn1cnnc1)c1ccccc1-2	-14	-14	-14	2	-11	-16	-3	-5
Cc1sc(CO)c(Sc2ccccc2)c1C(=O)O	/	-7	/	-11	5	-3	-7	-8
O=C(CCCO)NC1Cc2ccccc2C1	-1	-5	0	-18	11	-8	0	-2
